HEK cytotox: kills HEK 293 cells | HEK 293 viability, ATP luminescence (CellTiter-Glo), 48-72 h | Potency, µM (doses to about 115 µM), inactives show at the top dose activity change, negative = cytotoxicity, usual class: inhibitors | 94,000 tested, 6.6% active | AID 1345083; note: potency is the fitted concentration of half-maximal effect; nearly all actives have a fitted effect of over 60% in size
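qHTS cytotoxicity; HEK 293, 250 cells/well; compound pinned; 48 or 72 hr, 37 degree Celsius, 5% CO2, 95% humidity; CellTiter-Glo, 10 min RT; luminescence (ATP).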
IP6K1 inh: IP6K1 kinase inhibition; 140,000 tested, 0.81% active; IP6K1 kinase, ADP-Glo luminescence, 2 h; hits give low values; AID 1645851; activity change, % (series mostly up to about 58 µM); in the data active = activity change below about -25%
Target sequence (Q92551 whole entry, looked up): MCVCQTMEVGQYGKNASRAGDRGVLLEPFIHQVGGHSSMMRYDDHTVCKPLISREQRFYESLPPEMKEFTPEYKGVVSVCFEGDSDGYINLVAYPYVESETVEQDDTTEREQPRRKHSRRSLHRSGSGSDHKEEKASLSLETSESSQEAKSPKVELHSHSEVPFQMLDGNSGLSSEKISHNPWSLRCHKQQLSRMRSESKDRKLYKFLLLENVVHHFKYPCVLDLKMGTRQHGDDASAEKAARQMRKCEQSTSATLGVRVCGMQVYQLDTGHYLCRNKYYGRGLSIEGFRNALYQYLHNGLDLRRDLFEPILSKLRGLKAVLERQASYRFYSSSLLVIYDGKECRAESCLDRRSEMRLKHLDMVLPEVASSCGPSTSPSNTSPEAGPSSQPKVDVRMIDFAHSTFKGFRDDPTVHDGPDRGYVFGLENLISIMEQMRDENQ
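ADP-Glo luminescence measures ADP made by human IP6K1 during a 2 h RT reaction with ATP/IP6 (mix at 1.3 mM/130 uM); top library doses 57.5 and 19.1 uM final.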
HEK293 viab: reduces viability of HEK-293 SNCA reporter cells; HEK-293-SNCA-luc viability, GF-AFC fluorescence, 24 h; Potency, µM (titrated, usually from 57.1 µM), for the others: at the highest dose activity change, negative = cytotoxicity, most hits filed as cytotoxic; 150,000 tested, 0.12% active; AID 1671193;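 note: potency is the fitted concentration of half-maximal effect; 0% = DMSO-treated cells and -100% = medium-only wells without cells; nearly all actives have a fitted effect of over 30% in size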
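Cytotoxicity counterscreen: after 24 h compound treatment of genome-edited SNCA-luciferase HEK-293 cells, live-cell protease substrate GF-AFC read by fluorescence after 30 min; activity scaled between DMSO (0%) and medium-only (-100%), curves Hill-fitted.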
SNCA expr inh: reduces expression of the alpha-synuclein gene | HEK-293 SNCA-luciferase knock-in, luminescence, 24 h | Potency, µM (titrated, usually from 57.2 µM), inactives show at the highest dose activity change, negative = inhibition, hits mostly inhibitors | 140,000 tested, 0.17% active | AID 1671194;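 note: potency is the fitted concentration of half-maximal effect; plate controls were DMSO cells for no effect and cell-free wells for full effect; nearly all actives have a fitted effect of over 45% in size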
GPT2 inhibitor: blocks human glutamate pyruvate transaminase 2; Potency, µM (highest dose often 57.7 µM), for inactives: at the top dose activity change, negative = inhibition, most hits filed as inhibitors; Recombinant GPT2, coupled pyruvate oxidase/HRP Amplex Red fluorescence; 100,000 tested, 0.25% active; note: potency is the fitted concentration of half-maximal effect; nearly all actives have a fitted effect of over 60% in size; many of its hits are not listed in these tables
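Recombinant GPT2 (10ng/uL) with 250uM a-KG and 2mM L-alanine, 30 min at room temperature, in HEPES pH 7.5 buffer. Pyruvate detected by pyruvate oxidase/HRP/Amplex Red fluorescence after 30 min in the dark; AOA (50uM) as positive control.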
3T3 cytotox: cytotoxic compounds in NIH 3T3 cells; NIH 3T3 viability, CellTiter-Glo ATP luminescence, 48-72 h; 94,000 tested, 4.3% active; AID 1345082; Potency, µM (highest dose often 96.7 µM), inactives show at the highest dose activity change, negative = cytotoxicity, usual class: inhibitors; note: potency is the fitted concentration of half-maximal effect; nearly all actives have a fitted effect of over 55% in size
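ATP-dependent luminescence (CellTiter-Glo) served as the viability signal for NIH 3T3 cells treated with compound for 48 or 72 hr at 37 °C.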
Luciferase inh: Photinus pyralis luciferase inhibition | P08659 | purified P. pyralis luciferase, luminescence, biochemical | Potency, µM (highest dose often 115 µM), inactives show at the highest dose activity change, negative = inhibition, actives largely listed as inhibitors | 76,000 tested, 2.5% active | AID 1347043; note: potency is the fitted concentration of half-maximal effect; nearly all actives have a fitted effect of over 65% in size
Target sequence (P08659 whole entry, looked up): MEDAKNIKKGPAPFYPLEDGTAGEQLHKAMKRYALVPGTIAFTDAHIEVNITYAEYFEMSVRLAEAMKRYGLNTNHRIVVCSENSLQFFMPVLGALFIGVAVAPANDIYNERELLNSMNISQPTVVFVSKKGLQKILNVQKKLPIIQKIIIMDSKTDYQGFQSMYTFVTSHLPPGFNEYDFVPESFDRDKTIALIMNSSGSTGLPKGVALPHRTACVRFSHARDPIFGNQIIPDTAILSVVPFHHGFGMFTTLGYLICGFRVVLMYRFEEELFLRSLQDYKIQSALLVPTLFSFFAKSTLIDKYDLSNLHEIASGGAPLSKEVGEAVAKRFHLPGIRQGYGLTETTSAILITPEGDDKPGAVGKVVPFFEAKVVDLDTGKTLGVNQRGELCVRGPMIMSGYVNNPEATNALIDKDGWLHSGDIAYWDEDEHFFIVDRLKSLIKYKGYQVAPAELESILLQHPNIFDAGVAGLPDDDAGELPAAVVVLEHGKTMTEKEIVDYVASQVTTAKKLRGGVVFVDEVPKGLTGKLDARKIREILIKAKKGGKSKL
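Cell-free enzyme assay, 10nM P. pyralis luciferase, luciferin and ATP each at 10uM. Inhibition profiled over a 6-point titration, read as luminescence.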
* = called active by the depositor; i = inactive; u = inconclusive; x = not tested or not shown; [ ] = remark or other dose. Unless noted, calls come from the whole dose curve; as a rule, active = well fitted curve in the direction sought with a large enough effect; inconclusive = small, poorly fitted or top-dose-only effect, or another doubt; inactive = no such curve, though single readings can be large; an effect the other way counts as inactive or inconclusive. Unless noted, % is set by controls: 0 for no effect and ±100 for the full control effect. Only part of the results is shown; count on the stated rates, not on these rows.

Results follow in this order: HEK cytotox | IP6K1 inh | HEK293 viab | SNCA expr inh | GPT2 inhibitor | 3T3 cytotox | Luciferase inh
O=C1CC2(CCN(C(=O)C3CCCN(C(=O)Cc4ccccn4)C3)CC2)Oc2ccccc2N1 (stereo not drawn)
 : 1% | -10 | 1% | -12% | i | -14% | x
CN1C[C@@H](NC(=O)Nc2ccccc2)C[C@H]1c1nc(Cc2ccccc2)no1
 : u | -9 | -5%[87.6 µM] | 21%[87.6 µM] | i | u | 45µM*
CSCC(=O)N[C@H]1CCN2C(=O)c3cc(-c4cccc(C)c4C)ccc3NC(=O)[C@H]12
 : u | -2 | -7%[87.6 µM] | -2%[87.6 µM] | -34%[88.5 µM] | u | 1%[172 µM]
Cc1cc(C)n(CC(=O)N2CCc3nn(C)c(=O)n3CC2)n1
 : -23% | -9 | u | 28% | i | -12% | -17%
O=C(NC1CCN(c2cc(-c3ccc(F)cc3)[nH]n2)C1)c1ccccc1F (stereo not drawn)
 : u | 20 | 2% | u | u | -24% | 5%
COCCC1(C(=O)O)CCCN(CCS(C)(=O)=O)C1 (stereo not drawn)
 : -4% | -2 | 8% | -7% | -24% | -11% | -7%
Cc1nc(C(C)C)sc1C(=O)N[C@H]1C[C@H]2CN(C)CCN2C1
 : -15% | 7 | u | u | -18%[11.5 µM] | -12% | 13%
O=C(c1cncs1)N1CCn2nc(C(O)Cc3ccccc3)cc2C1 (stereo not drawn)
 : i | -9 | 11% | 2% | i | -10% | 1%
CCCc1cnc(C)nc1NCC1CNCCOC1 (stereo not drawn)
 : -9% | -3 | -13% | 3% | 4% | -2% | -6%
COc1ccc(C)cc1NC(=O)CN1C(=O)NC(c2ccccc2Cl)C2=C1COC2=O (stereo not drawn)
 : -11% | -6 | u | -20% | i | -17% | 3%
Cc1cc(=O)oc2cc(OCC(=O)NC3CCCc4c3[nH]c3ccccc43)ccc12 (stereo not drawn)
 : u | 4 | u | u | i | u | -6%
CCCN1CCN(C(=O)C2CCc3ncc(-c4ccsc4)n3C2)CC1 (stereo not drawn)
 : -24% | 8 | 3% | -19% | i | u | -11%
COc1ccc(-c2cc(N3CCCC(NC(=O)c4cccc(N(C)C)c4)C3)n[nH]2)cc1 (stereo not drawn)
 : u | 0 | -18% | 26% | u | u | 16µM*
Cc1c(Cl)cccc1NC(=O)CN1C(=O)CCn2nc(-c3cccn3C)cc21
 : x | 21 | 2% | -12% | x | x | x
Oc1cc(O)cc(/C=C/c2ccc(O)c(O)c2)c1
 : x | x | -14% | u | 6.3µM* | x | x

Filtered by structure, the entries above with an aryl methoxy group (2)
Results follow in this order: HEK cytotox | IP6K1 inh | HEK293 viab | SNCA expr inh | GPT2 inhibitor | 3T3 cytotox | Luciferase inh
COc1ccc(C)cc1NC(=O)CN1C(=O)NC(c2ccccc2Cl)C2=C1COC2=O (stereo not drawn)
 : -11% | -6 | u | -20% | i | -17% | 3%
COc1ccc(-c2cc(N3CCCC(NC(=O)c4cccc(N(C)C)c4)C3)n[nH]2)cc1 (stereo not drawn)
 : u | 0 | -18% | 26% | u | u | 16µM*

Next results:
Results follow in this order: HEK cytotox | IP6K1 inh | HEK293 viab | SNCA expr inh | GPT2 inhibitor | 3T3 cytotox | Luciferase inh
CCC(Oc1ccccc1)C(=O)Nc1cc(-c2ccccc2F)nn1-c1ccccc1 (stereo not drawn)
 : x | -3 | -7% | -28% | x | x | x
O=S(=O)(Nc1ccc2oc3c(c2c1)CCCC3)c1cc(Cl)ccc1Cl
 : x | -4 | 4% | 19% | x | x | x
COCCNC(=O)CCc1nc(C2CCCN2C(=O)c2ccccc2)no1 (stereo not drawn)
 : 0% | -1 | -2% | u | -12% | -12% | x
CCOC(=O)C1=C(CN2CCCCC2)NC(=O)NC1c1ccc(C)cc1 (stereo not drawn)
 : x | -8 | -19% | -2% | x | x | x
Cc1ccc(NC(=O)c2cc3c(-c4ccccc4)nn(-c4ccccc4)c3s2)cc1
 : x | 19 | -6% | -4% | x | x | x
CCOC(=O)C1(Cc2ccccc2)CCNCC1
 : 4% | 6 | -6% | u | i | 3% | u
COc1ccc(C2(C(=O)NCc3cccc(F)c3)CCOCC2)cc1
 : -2%[172 µM] | 25 | x | x | x | -20%[138 µM] | x
COCCN1C(=O)c2cccn2CC1CNC(=O)CCc1ccc(OC)cc1 (stereo not drawn)
 : -2% | 0 | 11% | 3% | i | i | x
Cc1ccc(N(CC(=O)Nc2cccc(F)c2)S(=O)(=O)c2cccs2)cc1
 : x | 3 | 10% | 11% | x | x | x
COc1ccc(C(=O)N2CCCCCCNC(=O)[C@@H]3CCC[C@@H]32)c(OC)n1
 : -11% | -4 | -6% | 9% | i | -11% | -14%
COc1ccccc1CCNC(=O)C1CC(c2ccc(F)c(C)c2)CN(C(=O)C2CC2)C1 (stereo not drawn)
 : 35µM* | 7 | 4% | -23% | -10% | 40µM* | -11%
CCOC(=O)c1noc2ncn(CC(=O)Nc3ccccc3OC)c(=O)c12
 : x | -2 | 5% | 34%[activator] | x | x | x
Cc1nn(CC(=O)O)c(=O)c2cc3cc(F)ccc3n12
 : x | 13 | -8% | 31%[activator] | x | x | x
Cc1nn(-c2ccccc2)c2c1C(C1CC1)N(C1CCN(Cc3cccc(OC(F)(F)F)c3)CC1)C2=O (stereo not drawn)
 : -18% | -5 | x | x | x | u | x
Cc1ccc(C)c2sc(NC(=O)c3ccc(S(=O)(=O)N4CCC(C)CC4)cc3)nc12
 : x | -15 | 4% | -19% | x | x | x
N#C/C(=C\c1cccc(F)c1)c1nc(-c2cc3ccccc3oc2=O)cs1
 : x | 4 | -1% | u | x | x | x
CNC(=O)c1noc([C@@H]2CC(F)(F)CN2C(=O)C2CCC2)n1
 : -19% | -3 | -4% | -6% | i | -15% | -13%
CCN1CC(NC(=O)c2cccc(S(=O)(=O)N(C)CCO)c2)CC1=O (stereo not drawn)
 : i | -2 | -20% | 9% | i | i | 3%
COc1cc(OC)c(-c2c(-c3ccccc3)ncn2CCF)cc1OC
 : -25% | 3 | 0% | -5% | 4% | -16% | 1%
O=C1[C@H]2CN(Cc3ccc(Cl)c(F)c3)C[C@H]2C(=O)N1CCc1ccccc1
 : u | -14 | 6% | 9% | i | u | 10%
O=C(Cn1nc(Cc2cccnc2)c2ccccc2c1=O)N1CCN(c2ccccc2F)CC1
 : x | 29 | -8% | -5% | x | x | x
Cc1nc2nc(C)c(CCC(=O)NCc3ccccc3)c(C)n2n1
 : x | 14 | -9% | -9% | x | x | x
O=C(C1CC(=O)N(c2n[nH]c3cccc(F)c23)C1)N1CCCC1 (stereo not drawn)
 : -2% | 3 | 6% | 5% | 0% | i | 0%
O=C(O)Cc1cccc(OCCCN(Cc2cccc(C(F)(F)F)c2Cl)CC(c2ccccc2)c2ccccc2)c1
 : x | x | 10% | -6% | 24µM* | x | x
O=C(c1cccc(F)c1)N1CCOC[C@H](Oc2ccccc2)C1
 : -2%[172 µM] | 1 | 2%[87.6 µM] | -19%[87.6 µM] | -3%[88.5 µM] | 2%[138 µM] | -9%[172 µM]
Cn1nc(-c2nncn2Cc2ccccc2)c2c1CCN(C(=O)c1ccncc1)C2
 : i | -17 | 8% | 2% | 5% | -3% | 0%
COc1cccc(CC(=O)Nc2c(C(=O)N3CCN(c4ccccc4)CC3)oc3ccccc23)c1
 : x | -1 | -23% | u | x | x | x
CC1=C[C@@H](CN)[C@H](C(C)C)C[C@H]1Cc1nc2ccc(F)cc2[nH]1
 : 79µM* | -2 | u | -28%[87.6 µM] | -11%[88.5 µM] | 100µM* | 1%[172 µM]
CCOc1ccc(CNC(=O)CCS(=O)(=O)c2cc3c4c(c2)CCN4C(=O)CC3)cc1OC
 : x | -28* | 8% | -20% | x | x | x
COc1ccc(C(=O)N2CCC(N3C(=O)[C@H](OC)[C@@H]3c3ccncc3)CC2)c(OC)n1
 : -8% | -3 | 6% | 4% | i | 0% | 8%

Reprinted from the part before: two entries, followed by the next part.
Results follow in this order: HEK cytotox | IP6K1 inh | HEK293 viab | SNCA expr inh | GPT2 inhibitor | 3T3 cytotox | Luciferase inh
CCOc1ccc(CNC(=O)CCS(=O)(=O)c2cc3c4c(c2)CCN4C(=O)CC3)cc1OC
 : x | -28* | 8% | -20% | x | x | x
COc1ccc(C(=O)N2CCC(N3C(=O)[C@H](OC)[C@@H]3c3ccncc3)CC2)c(OC)n1
 : -8% | -3 | 6% | 4% | i | 0% | 8%
CCc1ccc(S(=O)(=O)c2nnn3c2nc(N2CCN(c4ccccc4)CC2)c2cc(Cl)ccc23)cc1
 : x | 9 | 0% | -3% | x | x | x
Cc1ccc2c(n1)sc1c(=O)n(-c3cccc(C(F)(F)F)c3)nnc12
 : x | -27* | -4% | 21% | x | x | x
OC1CC([C@H](NC2CSCCSC2)c2ccc3c(c2)CCO3)C1 (stereo partly drawn)
 : i | 23 | 5% | 20% | 2% | u | -3%
CC1(C(=O)NCc2ccncc2)CCCc2cnc(NCc3ccccc3)nc21 (stereo not drawn)
 : 89µM* | -1 | 1%[87.6 µM] | -22%[87.6 µM] | u | 25µM* | -16%[172 µM]
Cc1cccc(-c2nc3cc(NC(=O)Cc4ccc(Cl)cc4)ccc3o2)c1
 : x | 7 | -2% | 12% | x | x | x
O=C(Cc1ccc(F)cc1)N1CCOCC2(CN(Cc3ccccc3)C2)C1
 : 40µM* | 17 | -3%[87.6 µM] | u | i | 35µM* | -3%[172 µM]
COc1cccc(OC)c1C(=O)Nc1ccc2c(c1)N(C(C)=O)CCC2
 : x | 8 | 0% | 9% | x | x | x
CN(C)C(=O)CCC(=O)N1CCN(Cc2ccccc2)CC(O)C1 (stereo not drawn)
 : -5% | 36 | -1% | 6% | 5% | -6% | 3%
Cc1noc(C)c1C(=O)N1CCCn2ccnc2C1c1cnn(C)c1 (stereo not drawn)
 : i | 2 | 1% | 1% | i | i | 0%
O=C(C1CCC1)N1CCCC(CN2CCOCC2)CC1 (stereo not drawn)
 : -8% | -6 | 5% | 17% | i | -12% | -4%
COc1ccc(-c2cc(N3CCC(NC(=O)c4ccc(N(C)C)cc4)CC3)n[nH]2)cc1
 : 1% | 19 | u | u | i | i | 1%
Fc1ccc(-c2nc(-c3c(F)cccc3F)[nH]c2-c2ccncc2)cc1
 : x | -12 | 15% | x | 3% | x | x
Cc1cccc(C)c1NC(=O)C(NS(=O)(=O)c1ccc2c(c1)CCC(=O)N2)c1ccccc1 (stereo not drawn)
 : x | -7 | 10% | 1% | x | x | x
CCCCc1nn(CC(=O)NCC2Cc3ccccc3CN2C)c(=O)n1CC (stereo not drawn)
 : i | -30* | -5% | -8% | 1%[11.5 µM] | -2% | -1%
COCC[C@]1(O)CCN(C(=O)Nc2cccc(SC)c2)C[C@H]1C
 : -29% | 2 | -4% | 11% | -12% | -1% | -10%
O=C(O)c1cc(N(Cc2ccc(C3CCCCC3)cc2)C(=O)c2ccc(Oc3ccccc3)cc2)ccc1O
 : x | -11 | -14% | x | -15% | x | x
